# Screens: PubChem BioAssay, Sanford-Burnham Center for Chemical Genomics
# SENP1 inh: human SENP1 catalytic domain inhibitors, primary screen, biochemical, FRET, uHTS. Sentrin-specific protease 1 (Homo sapiens), Q9P0U3. recombinant SENP1 catalytic domain, CyPet-SUMO1-YPet FRET cleavage. inhibition, % at 10 µM. 0.21% of 360,000 active;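 active = inhibition at least 30% at 10 µM, raw YFP signal under a set limit, fluorescence ratio 0.5 to 1.5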;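 note: 0% = enzyme with DMSO and 100% = no enzyme wells; some results filed as inactive read as strong as hits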
# Target sequence (Q9P0U3 419-644 limits assumed): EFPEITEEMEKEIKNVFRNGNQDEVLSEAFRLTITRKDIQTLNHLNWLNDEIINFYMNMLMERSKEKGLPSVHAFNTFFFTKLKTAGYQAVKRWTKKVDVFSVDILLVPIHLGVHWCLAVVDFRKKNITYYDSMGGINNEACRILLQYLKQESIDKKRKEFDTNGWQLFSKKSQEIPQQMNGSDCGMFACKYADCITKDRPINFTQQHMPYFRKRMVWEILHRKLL
#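 Assay system: hSENP1 catalytic domain, recombinant. Amount: SENP1 enzyme, 20 pM final. Schedule: 50 min reaction, RT, dark. Technique: FRET, CFP and YFP emission. Control set: no-enzyme wells low, DMSO-plus-enzyme wells high control.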
# SENP6 inh: SENP6 protease inhibitors, primary screen, biochemical, luminescence, uHTS. Sentrin-specific protease 6 (Homo sapiens), Q9GZR1. Recombinant SENP6 catalytic domain, aminoluciferin luminescence. inhibition, % at 10 µM. 1.8% of 330,000 active. AID 2599, 2010;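 active = inhibition above about 50% at the single tested dose, limit read from the data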;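 note: plate controls were DMSO wells with enzyme for no effect and DMSO wells lacking enzyme for full effect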
# Target sequence (Q9GZR1 628-1112 limits assumed): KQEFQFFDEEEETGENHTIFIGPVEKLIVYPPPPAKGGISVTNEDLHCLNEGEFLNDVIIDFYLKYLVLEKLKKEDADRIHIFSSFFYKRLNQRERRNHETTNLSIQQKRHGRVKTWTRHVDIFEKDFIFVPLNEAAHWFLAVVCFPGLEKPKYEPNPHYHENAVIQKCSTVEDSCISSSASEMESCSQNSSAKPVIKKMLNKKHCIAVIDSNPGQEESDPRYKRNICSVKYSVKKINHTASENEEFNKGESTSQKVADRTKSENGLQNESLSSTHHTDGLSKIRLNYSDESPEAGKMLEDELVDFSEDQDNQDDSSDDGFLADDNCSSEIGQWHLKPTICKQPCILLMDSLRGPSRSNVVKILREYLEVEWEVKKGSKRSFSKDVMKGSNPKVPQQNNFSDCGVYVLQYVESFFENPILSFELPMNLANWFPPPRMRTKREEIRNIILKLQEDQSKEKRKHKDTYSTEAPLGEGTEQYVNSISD
# SENP8 block-1: human SENP8 protease inhibitors, primary screen, biochemical, fluorescence, Nedd8 protein substrate, uHTS; Sentrin-specific protease 8 (Homo sapiens), Q96LD8; recombinant SENP8; inhibition, % at 20 µM; 0.64% of 360,000 active; AID 602440, 2012; in the data active = inhibition mostly above about 40%, no sharp cut-off; inactive = mostly below about 27%
# Target sequence (Q96LD8 whole entry, looked up): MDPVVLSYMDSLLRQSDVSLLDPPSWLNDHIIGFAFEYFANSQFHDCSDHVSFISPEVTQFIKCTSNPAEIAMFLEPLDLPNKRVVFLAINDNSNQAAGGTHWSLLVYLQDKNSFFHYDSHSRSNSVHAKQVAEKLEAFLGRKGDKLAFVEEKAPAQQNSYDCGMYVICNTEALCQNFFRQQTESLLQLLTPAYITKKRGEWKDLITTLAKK
# NALP3 yeast inh: NALP3 inflammasome inhibitors in reconstituted yeast, primary screen, luminescence, uHTS; Yeast reconstituted NLRP3/ASC/caspase-1, beta-gal luminescence, 24 h; inhibition, % at 10 µM; 0.39% of 330,000 active;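 active = inhibition of 50% or more; inactive = inhibition below 50%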;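 note: plate controls were induced DMSO wells for no effect and uninduced yeast grown without galactose for full effect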
# SENP8 block-2: SENP8 protease inhibitors, primary screen, biochemical, luminescence | purified SENP8, Z-RLRGG-aminoluciferin cleavage | inhibition, % at 10 µM | 1.2% of 330,000 active | AID 2540, 2010; in the data active = inhibition above about 50%
# Apaf-1 inh: inhibitors of human Apaf-1 apoptosome, primary screen, biochemical, DEVD-Rh110 fluorescence, uHTS | Apoptotic protease-activating factor 1 (Homo sapiens), O14727 | reconstituted apoptosome caspase-3 activity | inhibition, % at 20 µM | 0.71% of 330,000 active; active = inhibition of at least 40% at 20 µM;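 note: plate controls were DMSO wells for no effect and DEVD-CHO caspase inhibitor wells for full effect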
#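 Assay system – apoptosome proteins · Medium – Hepes buffer, pH 7.5 · Also added – cytochrome c with DEVD-Rh110 · Timing – 30 min compound preincubation, 50 min activation, room temperature · Detection – Rh110 fluorescence, excitation 480 nm, emission 540 nm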
# PfG6PD inh: PfG6PD enzyme inhibitors, primary screen, biochemical, fluorescence intensity, uHTS. inhibition, % at 20 µM. glucose-6-phosphate dehydrogenase-6-phosphogluconolactonase (Plasmodium falciparum 3D7). PfGluPho enzyme, NADPH resazurin-diaphorase fluorescence. 0.78% of 350,000 active;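 active = inhibition reaching at least a set limit at 20 µM in the primary screen, cut at about 59% in these data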;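 note: 0% = DMSO wells with substrate and 100% = DMSO wells lacking glucose-6-phosphate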
# HKDC1 inhibitor: HKDC1 hexokinase inhibitors, primary screen, biochemical, fluorescence, uHTS | AID 493160, 2011 | 0.16% of 340,000 active | recombinant HKDC1, G6PDH/diaphorase resazurin coupled fluorescence | inhibition, % at 20 µM;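 active = inhibition above about 35% when tested at 20 µM, limit read from the data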;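 note: plate controls were DMSO wells with enzyme for no effect and DMSO wells lacking enzyme for full effect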
#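 Incubation: 90 min at room temperature in dark / Material: recombinant HKDC1 (HK5) hexokinase enzyme, produced in-house / Quantity: enzyme 5 µg/mL final / Compound: one dose of 20 µM, 1% DMSO / Reagent: glucose and ATP substrates / Buffer or medium: Tris pH 8.0 buffer with MgCl2, Tween-20, BSA, BME / Technique: resorufin fluorescence at 613 nm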
# SENP7 block: SENP7 protease inhibitors, primary screen, biochemical, luminescence, uHTS; Sentrin-specific protease 7 (Homo sapiens), Q9BQF6; recombinant SENP7, Z-RLRGG-aminoluciferin luminescence, 40 min; inhibition, % at 5 µM; 1.5% of 330,000 active;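 active = inhibition above about 50% at the single test dose, limit read from the data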;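 note: plate controls were DMSO with enzyme for no effect and no enzyme buffer wells for full effect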
# * marks the source's active call; other numbers are inactive results; . = no result given.
SMILES,SENP1 inh,SENP6 inh,SENP8 block-1,NALP3 yeast inh,SENP8 block-2,Apaf-1 inh,PfG6PD inh,HKDC1 inhibitor,SENP7 block
Cn1c(-c2csc(-c3ccccc3)n2)n[nH]c1=S,1.8,-8.1,8.4,32.7,-3.0,5.2,13.4,-5.9,-5.0
COc1ccccc1CNS(=O)(=O)c1cc(-c2cc(C)no2)ccc1C(C)C,-0.2,-1.0,7.5,7.9,-13.1,15.8,9.7,-1.4,-5.7
CCOC(=O)N1CCN(C(=O)C(NC(=O)c2ccc(C(C)(C)C)cc2)C(C)C)CC1 (stereo not drawn),1.9,14.8,13.1,4.0,9.1,-6.3,5.3,4.0,-0.3
Cc1ccnc(NS(=O)(=O)c2ccc(NS(=O)(=O)Cc3ccccc3)cc2)n1,-0.2,-5.8,21.7,11.2,6.2,-15.9,-4.5,-8.2,-1.8
O=C(NC(c1ccc(Cl)cc1)c1cc(Cl)c2cccnc2c1O)c1cccnc1 (stereo not drawn),61.6*,.,37.6,.,.,.,-1.2,-28.3,.
C/C=C\C=C\C(=O)N1CC2(CC(c3cccc(NC(=O)CC(c4ccccc4)c4ccccc4)c3)=NO2)C[C@H]1C(N)=O (stereo partly drawn),-4.4,-12.7,3.7,-8.5,-16.3,22.5,51.5,7.2,-14.6
CC(C)OC(=O)/C(=C/c1ccco1)c1ccccc1,1.7,-27.6,10.5,3.5,-2.8,-10.5,-10.3,3.3,0.0
Cc1ccc(SCC(=O)c2cc(C)c(O)c(C)c2)cc1,-0.6,-12.3,15.2,31.4,-14.6,7.2,-3.4,19.6,-9.3
O=C(CSCSCC(=O)Nc1ccc2c(c1)OCO2)Nc1ccc2c(c1)OCO2,0.9,3.5,6.5,2.0,-1.4,3.4,-3.5,11.3,2.6
O=C(c1ccc(CS(=O)(=O)c2ccc(Br)cc2)o1)N1CCCCCC1,3.1,0.8,-7.5,1.2,-0.9,-0.1,7.0,-6.2,-1.1
CCOC(=O)N1CCC(NC(=O)CC2C(=O)NCCN2Cc2ccccc2F)CC1 (stereo not drawn),0.0,-2.1,5.1,4.1,-4.0,-0.2,11.0,-5.4,8.6
Cc1csc2ncc(C(=O)NCc3ccccc3Cl)c(=O)n12,-4.1,-2.2,-379.1,8.3,8.9,11.0,7.7,-3.5,6.1
OCC[C@H]1C[C@H](O)[C@@H](O)[C@]2(CCc3ccccc3O2)O1,-0.1,-7.0,6.6,21.4,-1.2,1.1,-4.8,-2.9,2.8
O=C(Nc1cc(Cl)ccc1F)c1ccc(-n2cncn2)c([N+](=O)[O-])c1,-3.8,-13.3,-56.3,26.2,-6.7,6.3,45.7,-3.5,-4.1
O=C1C2(CCCC13COC(c1ccc(O)cc1)OC3)COC(c1ccc(O)cc1)OC2 (stereo not drawn),.,-14.2,.,7.2,11.4,-126.9,0.5,-5.6,-1.3
COc1ccc(CNC(=S)Nc2cccc(Cl)c2)cc1,1.5,-15.4,32.9,20.7,1.2,-2.8,-7.5,-2.7,9.2
O=C(Oc1ccnc2cc(Cl)ccc12)N1CCOCC1,2.5,8.6,14.4,11.9,2.7,-10.0,0.4,-10.0,-1.1
O=C(COc1ccccc1F)Nc1nnc(-c2ccncc2)s1,-12.1,8.7,-257.1,24.4,2.1,-1.6,-11.2,-1.1,4.7
O=S(=O)(NC(=NCCc1ccc(Cl)cc1)c1ccccc1Cl)c1cccs1,-0.2,10.0,9.8,10.9,-4.9,20.5,-10.3,0.1,2.7
Cc1ccc(NC(=O)C2Oc3ccccc3OC2C)cc1 (stereo not drawn),1.8,-7.0,3.1,18.7,-7.5,-5.3,7.5,-5.5,3.2
COc1ccc2c(c1)NC(c1cc(Cl)cc(Cl)c1O)c1cccn1-2 (stereo not drawn),23.8,-0.4,-46.5,14.5,0.8,-1.0,5.5,-8.8,4.4
COc1ccc(C(C)(C)C)cc1NC(=O)C1C2C=CC(C2)C1C(=O)O (stereo not drawn),-0.3,19.2,19.5,0.3,1.7,-0.3,-28.7,3.6,6.0
COc1cccc(C(=O)CN(C(=O)c2ccc(Cl)c(Cl)c2)N2C(=O)c3ccccc3C2=O)c1,2.2,-7.7,29.8,-8.0,7.1,1.6,3.3,-4.5,8.4
CCc1ccc(NC(=O)NCCN2CCCCC2)cc1,0.1,-16.4,2.3,10.1,-27.9,6.0,-9.1,9.3,-13.4
CCNS(=O)(=O)c1ccc(CCC(=O)N2CCN(c3cccc(Cl)c3)CC2)cc1,0.2,-9.6,8.4,15.8,-8.4,-11.3,-5.8,-5.5,-4.0

# 3 compounds out of the list, ordered by number of heavy atoms, smallest number first:
SMILES,SENP1 inh,SENP6 inh,SENP8 block-1,NALP3 yeast inh,SENP8 block-2,Apaf-1 inh,PfG6PD inh,HKDC1 inhibitor,SENP7 block
CCc1ccc(NC(=O)NCCN2CCCCC2)cc1,0.1,-16.4,2.3,10.1,-27.9,6.0,-9.1,9.3,-13.4
Cc1csc2ncc(C(=O)NCc3ccccc3Cl)c(=O)n12,-4.1,-2.2,-379.1,8.3,8.9,11.0,7.7,-3.5,6.1
O=C(CSCSCC(=O)Nc1ccc2c(c1)OCO2)Nc1ccc2c(c1)OCO2,0.9,3.5,6.5,2.0,-1.4,3.4,-3.5,11.3,2.6

# The list continues.
SMILES,SENP1 inh,SENP6 inh,SENP8 block-1,NALP3 yeast inh,SENP8 block-2,Apaf-1 inh,PfG6PD inh,HKDC1 inhibitor,SENP7 block
N=c1c(S(=O)(=O)c2ccc(Br)cc2)cc2c(=O)n3ccccc3nc2n1C1CCCCC1,-23.5,-18.2,-34.7,10.8,-7.5,6.9,9.4,-0.6,-8.5
Cc1csc(NC(=O)Cc2ccc(F)cc2)n1,1.0,1.1,9.2,12.4,-18.5,2.5,7.0,-7.7,7.6
O=C(CSc1nnc(COc2ccccc2)o1)N1CCN(c2ccccc2)CC1,1.6,-8.7,-3.3,28.7,-15.7,-0.6,7.3,1.0,-7.1
CC(C)=CCc1cc(-c2oc3cc(O)cc(O)c3c(=O)c2O)ccc1O,16.9,48.3,31.6,29.3,42.2,-11.0,-25.1,-3.7,3.5
CN(Cc1ccco1)C(=O)c1cc2c(s1)-c1ccc(Cl)cc1S(=O)(=O)C2,-3.4,2.9,-19.1,-0.7,0.8,0.6,-5.5,-1.6,7.2
O=C(O)c1ccccc1-c1nnc2c(Cl)cc(C(F)(F)F)cn12,3.0,-10.2,5.4,5.9,3.8,-6.5,-14.8,-1.3,-3.4
CC(C)Cn1c(-c2ccco2)csc1=Nc1cccnc1,-2.4,-0.8,21.1,27.2,7.5,12.0,11.1,2.7,8.4
Cc1c(Br)c([N+](=O)[O-])nn1CC(=O)N1CCN(Cc2ccccc2)CC1,2.6,-31.8,6.6,26.5,-7.4,-1.9,-14.7,0.9,-3.1
Cc1cc(C)cc(OCC(=O)OCC(=O)N2CCc3ccccc32)c1,1.6,-8.2,-0.5,-0.1,-5.7,18.3,-0.5,-1.8,9.9
CCN(CC)CCN1C(=O)C2C(C(=O)Nc3cc(C)cc(C)c3)C3C=CC2(O3)C1C(=O)NC1CCCCC1 (stereo not drawn),3.8,-24.1,13.9,-3.8,-0.1,3.5,-18.7,-2.3,-4.2
Cc1onc(-c2ccccc2)c1C(=O)NNC(=O)c1ccccc1O,-0.8,3.6,-18.9,6.2,2.4,1.1,-45.3,-6.6,7.0
Cc1[nH]nc2oc(=O)c(CCO)c(C)c12,1.2,-0.8,-16.4,-2.2,0.1,-14.5,4.7,-2.4,2.0
CCC(C)NS(=O)(=O)c1ccc(OCC(=O)Nc2ccc3c(c2)OCCO3)cc1 (stereo not drawn),2.4,1.3,5.1,12.7,0.3,-2.5,4.8,-6.8,2.2
CCOC(CNC(=O)C(=O)Nc1cc2c3c(c1)CCN3C(=O)CC2)OCC,1.0,-6.6,14.9,0.5,-4.5,15.0,-3.9,-5.2,-17.6
CCN(CCCNC(=O)COc1cc(=O)n(CC)c2ccccc12)c1ccccc1,-1.0,12.8,13.0,-0.5,0.4,10.4,1.2,-8.7,6.8
Cc1ccc(S(=O)(=O)CCC(=O)OCc2cc(C)ccc2C)cc1,-0.3,-14.3,7.6,25.6,-10.5,15.3,3.0,0.4,-4.9
Cn1c(CNC(=O)CNS(=O)(=O)c2ccc(Br)cc2)cc(=O)n(C)c1=O,-0.3,-4.9,3.4,5.5,2.4,-8.5,10.0,-4.3,10.5
O=C(OCC(=O)N1CCCc2ccccc21)c1cccc(C(F)(F)F)c1,0.4,-12.8,8.2,33.1,0.7,23.7,4.3,4.3,2.0
C/C(CC(=O)Nc1ccccc1-c1ccccc1)=N\NC(=O)COc1ccc(C)cc1Br,-0.6,-1.6,9.2,19.6,-9.3,32.5,6.2,4.5,1.4
O=C(NCCCn1cccn1)C1CCC(=O)N(CCc2ccccc2)C1 (stereo not drawn),0.7,-0.8,11.3,10.3,2.2,-7.7,-4.9,-5.0,-1.1
C/C(CC(=O)Nc1cccnc1)=N/NC(=O)COc1ccc(Cl)cc1Br,-9.3,-6.9,-22.0,7.7,-2.3,-20.8,-5.9,-6.5,1.8
Cc1ccc(-c2c(C(=O)Nc3ccccc3C)c(C)[nH]c(=S)c2C#N)o1,1.1,10.0,-28.1,10.5,-1.1,15.7,42.5,-9.8,-1.6
CCCNC(=O)COC(=O)c1ccc(Cl)c(S(=O)(=O)N2CCCC2)c1,-0.6,-16.6,14.1,-2.9,5.3,-4.2,4.7,-2.8,2.9
O=C(CN1C(=O)S/C(=C\c2ccc(Cl)cc2)C1=O)NNC(=O)c1ccccc1O,2.0,.,-293.8,.,.,.,-59.5,-13.9,.
Cc1cc(/C(N)=N/OC(=O)c2cccc(Cl)c2)no1,1.0,31.1,36.5,37.3,13.1,-6.8,22.4,-3.9,12.5
NS(=O)(=O)c1cccc(NC(=O)CSc2nnc3n2CCCCC3)c1,2.7,-0.1,14.0,-0.4,-1.8,-1.5,7.9,-4.0,1.1
COc1cc(Cl)c(C)cc1NC(=O)[C@@H]1CCCN1C(=O)c1cccs1,1.4,-6.5,15.0,-6.6,-0.5,6.0,0.4,-10.0,-2.4
CCOc1ccc(NS(=O)(=O)c2ccc(C(=O)NCC(c3ccc(OC)cc3)N3CCCC3)cc2)cc1 (stereo not drawn),-1.6,7.1,-46.5,8.4,-3.1,25.5,-3.0,-0.2,-1.7
CCCCc1nc(SCCN2CCOCC2)c2c(=O)n(C)c(=O)n(C)c2n1,2.8,-1.5,20.7,16.9,3.7,4.3,-9.3,0.0,1.3
CC(=O)Nc1ccc2c(c1)N(C(=O)CN(C)C)c1ccccc1CC2,-9.7,19.5,18.1,4.9,11.4,42.6*,8.9,-3.0,14.3
